TROY NFkB inh: blocks TROY-dependent signaling in reporter cells | inhibition, % at 10 µM | Q293 LMP1-TROYcd NF-kB luciferase reporter, 4 h | 0.98% of 360,000 active;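 active means compounds whose plate-normalised and pattern-corrected inhibition of the luciferase reporter signal at the single screening dose is 50% or more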
NR5A2 inv ag: NR5A2 inverse agonism in reporter assay; 0.13% of 360,000 active; O00482; inhibition, % at 3.6 µM; HEK293T StAR-luciferase reporter, LRH-1 transfected, 24 h;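 active means inhibition above the mean inhibition of all tested compounds plus 3 SD, cut at about 73% in these data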;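 further: 0% = DMSO wells and 100% = reporter-only cells lacking LRH-1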
NCOA2 inhibitor: human SRC2 (NCOA2) inhibition. Q15596. HEK293 GAL4-SRC2 luciferase reporter, luminescence. inhibition, % at 9 µM. 0.17% of 370,000 active;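 active means inhibition above the mean inhibition of all tested compounds plus 3 SD, set per campaign, cut at about 52% in these data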;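 further: 0% = DMSO treated cells and 100% = cells given Gossypol at 36 µM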
Vif inh: blocks HIV Vif function; HEK293T cells, Vif self-association by quenched fluorescence, imaging, 24 h; inhibition, % at 7.49 µM; 0.35% of 340,000 active; in the data active means inhibition above about 50%, passing the limit was not always enough; further: some results filed as inactive read as strong as hits
LMP1 NFkB inh: Epstein-Barr LMP1 NF-kappaB reporter inhibition; inhibition, % at 12.5 µM; 0.69% of 350,000 active; LMP1-induced NF-kappaB luciferase reporter cells, luminescence; in the data active means inhibition above about 41%;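 further: 0% = neutral control wells and 100% = reference inhibitor control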
SRC3 inh: inhibitors of human steroid receptor coactivator 3 (SRC3); Q9Y6Q9; HEK293 GAL4-SRC3 luciferase reporter, luminescence; inhibition, % at 3.6 µM; 0.17% of 360,000 active;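 active means inhibition above a per-campaign cutoff, the mean of all compounds plus 3 SD, cut at about 60% in these data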;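 further: 0% = DMSO-treated cells and 100% = gossypol-treated cells at 36 µM; higher means less SRC3-driven luciferase light from the GAL4 reporter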
TLR9-MyD88 block: blocks human TLR9 binding to MyD88; 0.21% of 340,000 active; CHO BLA complementation TLR9-MyD88, CCF4 FRET ratio; inhibition, % at 4.98 µM;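 active means inhibition above the mean over all tested compounds plus 3 SD, cut at about 21% in these data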;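 further: 0% = DMSO only wells and 100% = clavulanate BLA inhibitor control wells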
NOD2 RIPK2 PPI: NOD2-RIPK2 protein interaction inhibition. CHO BLA complementation NOD2-RIPK2, CCF4 ratio. O43353. inhibition, % at 4.98 µM. 0.38% of 360,000 active; in the data active means inhibition above about 21%;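 further: 0% = vehicle only and 100% = reference blocker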
Target sequence (O43353 whole entry, looked up): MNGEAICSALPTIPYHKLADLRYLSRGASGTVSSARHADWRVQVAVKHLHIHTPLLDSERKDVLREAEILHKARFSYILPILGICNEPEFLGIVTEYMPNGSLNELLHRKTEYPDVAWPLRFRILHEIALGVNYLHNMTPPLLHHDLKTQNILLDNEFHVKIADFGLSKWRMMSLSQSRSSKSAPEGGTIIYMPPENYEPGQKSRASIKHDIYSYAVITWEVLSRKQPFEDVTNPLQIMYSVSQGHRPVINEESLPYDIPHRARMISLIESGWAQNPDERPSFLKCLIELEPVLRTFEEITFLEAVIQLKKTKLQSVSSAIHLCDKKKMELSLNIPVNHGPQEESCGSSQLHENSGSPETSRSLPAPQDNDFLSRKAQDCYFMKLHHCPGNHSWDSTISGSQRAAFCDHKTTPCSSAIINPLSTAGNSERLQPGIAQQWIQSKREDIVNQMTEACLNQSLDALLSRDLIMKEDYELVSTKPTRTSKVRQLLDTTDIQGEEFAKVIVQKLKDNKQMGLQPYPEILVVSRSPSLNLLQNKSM
NCOA1 inh: human NCOA1 inhibition | 0.12% of 360,000 active | inhibition, % at 3.6 µM | HEK293 GAL4-SRC1 luciferase reporter, luminescence;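 active means inhibition above the campaign mean plus 3 SD, with each screening campaign given its own cutoff, cut at about 60% in these data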;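 further: 0% = DMSO treated cells and 100% = gossypol at 36 µM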
COUP-TFII inh: blocks human COUP-TFII nuclear receptor; P24468; HEK293T NGFI-A luciferase reporter, luminescence; inhibition, % at 8.6 µM; 0.7% of 370,000 active; AID 686940;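 active means inhibition above a per-plate cutoff, mean inhibition of test wells between control levels plus 3 SD, cut at about 38% in these data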;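 further: cells cotransfected with COUP-TFII expression vector driving the NGFI-A reporter; 0% = median of COUP-TF2 test wells and 100% = reporter-only cells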
C8 TRAIL sens: caspase-8 TRAIL sensitization; NB7+C8 cells + TRAIL, ATPlite viability luminescence; inhibition (viability loss, TRAIL sensitization), % at 10 µM; 1% of 360,000 active; AID 624354;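 active means compounds causing at least 50% loss of cell viability in the single-dose screen, relative to plate controls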
Active calls of the source: *; · = not tested or not shown; & = joins results of further samples.

SMILES	TROY NFkB inh	NR5A2 inv ag	NCOA2 inhibitor	Vif inh	LMP1 NFkB inh	SRC3 inh	TLR9-MyD88 block	NOD2 RIPK2 PPI	NCOA1 inh	COUP-TFII inh	C8 TRAIL sens
O=c1[nH]c(=O)n(Cc2ccco2)c(O)c1C=NC1CC1	-4	6	4	-13	-27	17	-6	-10	-12	-5	-8
COC(=O)C1=Nc2ccccc2/C1=C\c1c(O)n(C)c(=O)n(C)c1=O	-7	22	8	1	·	13	·	0	-18	11	-11
CCOC(=O)[C@]12Cc3cc(OC)c(OC)cc3[C@H]1N(Cc1ccccc1)C(=O)c1ccccc12	-3	-9	-13	0	15	-1	8	-1	-9	2	2
CC1(C)CN=C(Nc2nc3ccccc3s2)S1	-25	-106	-58	-7	-37	-51	1	-9	-113	-53	11
COC(=O)C1=C(c2cccc(Cl)c2)C[C@@H]2CC[C@H]1N2C(=O)NCC1CC1	-21	0	-23	-3	-8	2	-4	-8	14	13	-2
O=C(Oc1ccc([N+](=O)[O-])cc1)N1CCC(N2CCCCC2)CC1	17	-16	-20	-3	-20	-2	-8	-12	-6	2	-2
COc1ccc(C2CN(C)CC2C(=O)c2ccc(F)cc2)cc1Cl (stereo not drawn)	11	-6	-24	-7	-7	-16	-8	-5	-11	6	-2
Oc1ccc2c3c1OC1c4oc5ccccc5c4C[C@@]4(O)[C@@H](C2)N(CC2CC2)CC[C@]314 (stereo partly drawn)	6	6	-3	-2	3	-15	-6	-100	-19	8	-1
CC1[C@H]2Cc3ccc(O)cc3[C@]1(C)CCN2CCc1ccccc1 (stereo partly drawn)	10	-12	15	13	3	-10	5	2	-2	15	-16
CC1(C)CC(n2[nH]c(=O)c3c2NC(=O)CSC3c2ccccc2)CCO1 (stereo not drawn)	27	-17	-25	22	0	-3	-1	-5	-18	-9	0
CC(C)(C)n1nnnc1C(CCc1ccccc1)N1CCC(n2c(=O)[nH]c3ccccc32)CC1 (stereo not drawn)	39	36	25	-4	·	32	·	-2	13	-10	-8
CCOP(=O)(OCC)C(NC(=O)c1ccc(C)cc1)C(Cl)(Cl)Cl (stereo not drawn)	2	3	9	-12	7	14	7	4	10	8	-3
Cc1ccc(-n2c(O)c(C=NC3CCCCC3N)c(=O)[nH]c2=O)cc1C (stereo not drawn)	-8	27	-15	1	4	12	4	0	-10	2	-9
Fc1ccc(NC2=NCCS2)cc1Cl	13	9	-7	2	-5	-3	0	9	2	-12	2
O=C1NC(=O)N(Cc2ccco2)C(=O)/C1=C\c1cccn1CCOc1ccccc1	-15	-6	-24	-8	-2	15	4	-5	6	9	7
CCC(=O)OC1(c2cccc(C)c2)CC(C)N(C)CC1C (stereo not drawn)	3	-10	-4	9	1	3	-2	-10	8	5	-1
CCOC(=O)C(NC(=O)CC)(Nc1ccc(C(O)(C(=O)OCC)C(F)(F)F)cc1C)C(F)(F)F (stereo not drawn)	8	15	-5	3	16	3	-5	-9	2	-7	-14
CN1C(=O)C(c2ccc([N+](=O)[O-])cc2[N+](=O)[O-])C(=O)N(C)C1=O	14	13	12	12	1	-11	0	-7	-8	1	-10
N#CC(C#N)=Cc1ccc(O)c(O)c1	-14	-11	-30	-6	-3	5	3	2	5	-16	5
C[N+]12CCC(CC1)C(C(O)(c1ccccc1)c1cccs1)C2 (stereo not drawn)	-6	14	-2	5	0	10	-13	-6	9	0	-3
Cc1cc(C(=O)CN2CCCC2)c(C)n1-c1ccc(F)cc1	-7	-16	17	0	-2	-10	2	-6	-7	-8	-24
O=C(NCC1=C(c2cccc3ccccc23)C[C@@H]2CC[C@H]1N2Cc1ccco1)c1ccc([N+](=O)[O-])cc1	9	-9	-16	3	-5	-8	-2	-6	-3	-5	-3
CCN1CCC(O)(c2ccccc2)C(C(=O)c2ccccc2)C1 (stereo not drawn)	8	16	9	8	0	-4	3	2	-13	12	2
O=P1(Nc2ccc(F)cc2)COc2ccccc2OC1	2	10	-2	1	-4	5	7	7	4	8	-1
CCn1c(O)c(C=Nc2ccc(N3CCOCC3)cc2)c(=O)n(CC)c1=S	14	8	-31	-8	2	10	16	10	8	9	-7

Brought forward from above: two entries; new compounds follow.
SMILES	TROY NFkB inh	NR5A2 inv ag	NCOA2 inhibitor	Vif inh	LMP1 NFkB inh	SRC3 inh	TLR9-MyD88 block	NOD2 RIPK2 PPI	NCOA1 inh	COUP-TFII inh	C8 TRAIL sens
O=P1(Nc2ccc(F)cc2)COc2ccccc2OC1	2	10	-2	1	-4	5	7	7	4	8	-1
CCn1c(O)c(C=Nc2ccc(N3CCOCC3)cc2)c(=O)n(CC)c1=S	14	8	-31	-8	2	10	16	10	8	9	-7
COc1ccc(C2N(c3cc(C)on3)C(=O)C3CCCN32)cc1 (stereo not drawn)	-2	10	-11	4	-16	6	-10	2	-12	3	-9
O=C(O)c1cccc(N=Nc2c(O)[nH]c(=O)[nH]c2=O)c1	-6	6	-7	-14	-4	5	0	-18	-11	18	0
Cc1ccc(S(=O)(=O)N2CCCCC2)cc1NC(=O)CN1CC=C(c2ccccc2)CC1	6	-4	6	-4	3	18	2	4	-25	18	6
CCCCN1C(=O)NC(=O)C2(Cc3c(nc4c(C)cccn4c3=O)N3CCc4ccccc4C32)C1=O (stereo not drawn)	-5	0	-2	-4	-5	2	8	-6	-28	-1	13
C=CCNC(=O)c1c(N)n(CCN2CCOCC2)c2nc3ccccc3nc12	-20	30	-16	0	-15	0	-4	4	-1	4	-16
CCC(CO)Nc1ccc([N+](=O)[O-])c2cccnc12 (stereo not drawn)	-10	15	-22	-12	-6	-6	-5	2	0	13	-15
CCCn1c(C(=O)c2ccccc2OC)nc2ccccc21	5	1	14	·	-2	6	-6	-3	5	11	-1
COc1ccc(-c2cc(=NCCCCCC(=O)O)c3cc(C)ccc3o2)cc1	-59&-71	-17&-39	-41&-57	2&1	-4&-22	-26&-20	-18&3	-10&-10	-19&-42	-15&-3	-15&-4
C1=C(c2c[nH]c3ccccc23)CCN(Cc2ccccc2)C1	16	-4	-9	-20	-4	18	-3	-5	-2	37	22
Cn1cc(C(=O)NC2CC2)c2ccccc21	3	2	-2	7	0	-1	0	-1	-15	-6	-21
CCCCn1c(O)c(C(CC)=Nc2ccc(C(=O)O)cc2)c(=O)[nH]c1=O	-4	15	-80	-2	7	15	-11	-2	-8	-3	0
COC(=O)C1=C(c2ccc(OC)c(OC)c2)C[C@@H]2CC[C@H]1N2C(=O)NC1CC1	-8	-19	-10	-4	-4	9	-4	-4	-5	-19	11
C#C[C@]1(O)CCC2C3C(CC[C@@]21C)[C@@]1(C)CC[C@@H](O)CC1=C[C@H]3O (stereo partly drawn)	-11	-2	-4	22	8	-13	-2	-7	6	3	3
O=c1c2ccccc2nc(-c2ccccc2)n1-c1ccccc1O	-6	12	13	-4	-3	-13	-12	2	-11	6	-6
COc1cccc(-n2c(O)c(C=NCCN3CCNCC3)c(=O)[nH]c2=S)c1	-36	8	-13	-12	0	-12	-2	1	7	9	-4
C=CCC1(Cc2ccsc2)C(=O)NC(=O)NC1=O	7	-9	-5	7	-3	-26	4	-1	-4	-6	12
COc1ccc2c(c1)[C@]13CCCCC1C(C2)N(C)CC3 (stereo partly drawn)	-12	-24	-20	41	-2	17	0	0	-4	-7	7
COC(=O)C1=C(c2ccccc2OCc2ccccc2)C[C@@H]2CC[C@H]1N2C(=O)NCCOc1ccccc1Cl	15	-10	-18	-2	9	4	-1	-7	-2	-2	6

Looked up above.
Entry of `COC(=O)C1=C(c2ccc(OC)c(OC)c2)C[C@@H]2CC[C@H]1N2C(=O)NC1CC1` in COUP-TFII inh: -19
Entry of `Cc1ccc(S(=O)(=O)N2CCCCC2)cc1NC(=O)CN1CC=C(c2ccccc2)CC1` in SRC3 inh: 18
Entry of `C1=C(c2c[nH]c3ccccc23)CCN(Cc2ccccc2)C1` in TLR9-MyD88 block: -3
Entry of `C=CCNC(=O)c1c(N)n(CCN2CCOCC2)c2nc3ccccc3nc12` in SRC3 inh: 0
Entry of `CCCn1c(C(=O)c2ccccc2OC)nc2ccccc21` in COUP-TFII inh: 11
Entry of `C#C[C@]1(O)CCC2C3C(CC[C@@]21C)[C@@]1(C)CC[C@@H](O)CC1=C[C@H]3O` (stereo partly drawn) in NCOA2 inhibitor: -4
Entry of `CCC(CO)Nc1ccc([N+](=O)[O-])c2cccnc12` (stereo not drawn) in TROY NFkB inh: -10

An excerpt; count on the stated rates, not on these rows.
